12-LOX inh: blocks human arachidonate 12S-lipoxygenase | P18054 | purified 12hLO, xylenol orange hydroperoxide absorbance | Potency, µM (highest dose often 108 µM), inactives show top-dose activity change, negative = inhibition, hits mostly inhibitors | actives 1.1% (n = 580,000) | AID 1671190; active = well fitted inhibition curve with a large enough effect; inconclusive = small, poorly fitted or top-dose-only effect, or another doubt; inactive = no such curve, though single readings can be large or run the other way
Target sequence (P18054 whole entry, looked up): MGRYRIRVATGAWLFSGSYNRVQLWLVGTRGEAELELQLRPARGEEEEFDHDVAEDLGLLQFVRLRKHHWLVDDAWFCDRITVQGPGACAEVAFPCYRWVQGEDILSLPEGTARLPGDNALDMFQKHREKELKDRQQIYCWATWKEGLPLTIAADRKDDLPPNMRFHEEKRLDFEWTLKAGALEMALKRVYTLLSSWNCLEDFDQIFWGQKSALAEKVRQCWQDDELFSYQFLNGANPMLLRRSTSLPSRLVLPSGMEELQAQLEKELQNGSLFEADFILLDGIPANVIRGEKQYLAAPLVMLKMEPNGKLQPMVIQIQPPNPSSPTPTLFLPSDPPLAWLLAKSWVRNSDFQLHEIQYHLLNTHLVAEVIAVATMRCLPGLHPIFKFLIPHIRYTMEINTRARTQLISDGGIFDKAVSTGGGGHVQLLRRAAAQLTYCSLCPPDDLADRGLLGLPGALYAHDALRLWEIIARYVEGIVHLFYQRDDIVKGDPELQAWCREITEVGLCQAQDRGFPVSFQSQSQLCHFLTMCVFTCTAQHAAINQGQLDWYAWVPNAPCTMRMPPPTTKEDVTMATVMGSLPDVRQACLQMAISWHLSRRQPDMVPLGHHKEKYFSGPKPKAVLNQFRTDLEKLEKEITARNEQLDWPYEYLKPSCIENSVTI
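Hydroperoxide product was detected by ferrous iron/xylenol orange as the 573 to 405 nm absorbance ratio. Arachidonic acid at 40 uM (final) was turned over for 30 min at room temperature by 150 nM human 12hLO, pH 7.0 Hepes buffer, after 15 min compound preincubation.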
* hit, by the source's call; ? = inconclusive; [ ] = remark or other dose. % is scaled to controls: 0 for no effect and ±100 for the full control effect; potency is read from the fitted curve at half-maximal effect. The list is partial (hit frequency here may not be typical).

12-LOX inh	mol
?	CNC(=O)[C@@H]1CN(C(=O)c2cc3ccccc3[nH]2)C[C@H]1c1nc(C)no1
1%	COc1ccccc1/C=C1\Oc2cc(OS(C)(=O)=O)ccc2C1=O
12%[12.5 µM]	O=C1Nc2ccccc2CN(CC2CC2)C12CCNC2 (stereo not drawn)
-6%	CC(=O)Nc1ccc(-c2csc(NC3CCCCC3)n2)c(F)c1
28%	Cc1cc(C)c(NC(=O)Cn2c(=O)c(-c3noc(C)n3)c3n(c2=O)CCCC3)c(C)c1
50%[activator]	Cn1nc(C(=O)N2CCCn3nc(CO)cc3C2)c2ccccc2c1=O
?	CCc1ccc(C(=O)CSC(=S)N(C)C)cc1
22%	COCCNC(=O)[C@H]1C[C@H](Oc2cccnc2)CN1C(=O)NCc1ccc(OC)cc1
2%[6.33 µM]	CC(C)N1CNC(=O)C12CCN(C(=O)c1ccc(Cl)cc1)CC2
-2%	CN(C)Cc1ccccc1-c1ccc2ncnc(N(C)Cc3ccco3)c2c1
68%	NC(=O)c1ccc(CNC(=O)c2ccccc2Nc2ccccc2)cc1
?	CN(CC(=O)NCCC#N)c1ccc(C(C)(C)C)cc1
?	Cc1[nH]ccc(=O)c1OCC(=O)Nc1ccc(Cl)c(Cl)c1
54%[activator][176 µM]	Cc1noc(C)c1CN1CCc2nc(C(=O)NCCOc3ccccc3)oc2CC1
24%	CCCOCC(=O)N1CCCC(c2cc(N3CCOCC3)nc(C)n2)C1 (stereo not drawn)
?	CCc1ccc(C(=O)COC(=O)Cc2ccsc2)cc1
7%[176 µM]	COc1cc(F)cc(-c2cnc3[nH]cc(CC(=O)NCc4cccnc4)c3c2)c1
-53%	COc1ccc(OC(=O)CCc2ccc3c(c2)OCCO3)cc1
-11%	CCCC1=Nc2cc(C(=O)NCCc3ccc(OC)c(OC)c3)ccc2Sc2ccc(C)cc21
33%	COCCn1c(C)cnc1CC1CCN(C(=O)c2ccc(OC)nc2)CC1
-6%	CC(NC(=O)c1ccc(CS(C)(=O)=O)cc1)c1ccccc1 (stereo not drawn)
?	COc1cc(CN2CCC(C(O)(c3ccccc3)c3ccccc3)CC2)ccc1OCc1ccccc1
-9%	O=C(Nc1ccccc1Br)c1cc(-c2cccnc2)nc2ccccc12
-7%	COc1ccc(OC)c(C(=O)N2CCC(C(=O)O)CC2)c1
-28%	O=C(c1cc2c(s1)CCCCCC2)N1CCN(S(=O)(=O)c2ccccc2)CC1
?	CC(C(=O)Nc1ccccc1Cl)n1nc(-c2ccccc2)ccc1=O (stereo not drawn)
12%	Cc1nccn1-c1ccccc1CNC1CCC2(CCNCC2)CC1
-9%	O=C(Nc1ccc(F)cc1)N1CCC(N2CC3CC(C2)[C@H]2CCCC(=O)N2C3)CC1 (stereo partly drawn)
7%	O=Cc1ccc(O)c(Cl)c1
-9%	O=C(O)CCCNC(=O)Cn1ccc2ccc(Br)cc21
-18%	CCOC(=O)N1CCN(C(=O)c2ccc(-c3ccccc3OC)nc2N2CCC(N3CCCC(CO)C3)CC2)CC1 (stereo not drawn)
10µM*	CN(Cc1ccc(F)cc1F)C(=O)c1cc(Br)ccc1O
-10%[176 µM]	O=C1COc2ccc(-c3cc(F)cc(F)c3)nc2CN1Cc1ccccc1F
20%[176 µM]	c1ccc(-c2cc(CC3(NCC4CCCCC4)COC3)no2)cc1
31%[activator]	CCn1cc(S(=O)(=O)N2C[C@@H](Oc3ccccc3)C[C@H]2C(=O)N2CCOCC2)cn1
31%[activator]	CNCC(=O)N1CCc2ncnc(N3CCSCC3)c2CC1
-26%	CC(Oc1ccc2ccc(=O)oc2c1)C(=O)NC(N)=O (stereo not drawn)
?	COc1ccc(OC)c(CNC(=O)c2ccc3noc(-c4ccc(C)cc4)c3c2)c1
?	Clc1ccc(-c2ccc(CNCC3CCNCC3)o2)c(Cl)c1
-1%	CC1=C[C@@H](CNC(=O)CCC(=O)O)[C@H](C(C)C)C[C@H]1CC(=O)NCc1ccc(C#N)cc1
-10%[57.4 µM]	COc1ccc(NC(=O)N2CC3(CCN(C(=O)c4ccco4)CC3)C2)cc1
-5%	O=C(COC(=O)Cn1cnc2ccccc21)Nc1cccc(F)c1
-27%	CSC1=N/C(=C\c2cccs2)C(=O)S1
-41%	COc1cc(OC)c(C(=O)Oc2ccc(C#N)cc2OC)cc1OC
3%	CCN(CC)Cc1cc(C(=O)N[C@H](c2cccs2)C2CC(O)C2)c(C)o1 (stereo partly drawn)
6%[6.33 µM]	NCCC(=O)N1CCCC2(Cc3ccccc3CN2C(=O)c2cccc(Cl)c2)C1 (stereo not drawn)
-13%	O=C(O)CCc1oc2cc(O)ccc2c(=O)c1-c1nc2ccccc2[nH]1
?	CC(=O)c1c(OS(=O)(=O)c2cccc3cc(C)cnc23)ccc2c(C)cc(=O)oc12
9%	O=C(c1ccc2c(c1)OCO2)N1CCn2c(nn(-c3cccc(Cl)c3)c2=O)C1
?	O=C(/C=C/Nc1ccc(Cl)c(C(F)(F)F)c1)c1ccc(Br)cc1
17%	Cc1oc2ccn(Cc3ccccc3F)c(=O)c2c1C(=O)NCc1cc(F)cc(F)c1
31%	COc1ccc(S(=O)(=O)N2CCCC2c2nncn2Cc2ccncc2)cc1OC (stereo not drawn)
8%	COc1ccc(CN2CCC3(CNc4ccccc4[S+](=O)([O-])N3)C2)cc1 (stereo not drawn)
23%	CN(Cc1ccncn1)C(=O)C1C2C(=O)N(CCc3ccncc3)C[C@@]23C=C[C@@H]1O3 (stereo partly drawn)
11%	c1ccc(-c2cn[nH]c2)cc1
21%	COc1ccc(C(=O)Nc2ccc(S(=O)(=O)NCC3CCCO3)cc2)cc1 (stereo not drawn)

Next compounds
12-LOX inh	mol
7%	Cc1cccc(NC(=O)c2ccc3c(c2)N(S(C)(=O)=O)CC3)c1C
2.8µM*	COc1cc(OC)cc(C(=O)N2CCC3(CC2)NC(=O)N(c2cccc(F)c2)N3)c1
23%	Clc1ccccc1CNc1n[nH]c(-c2cccs2)n1
26%	O=C(Nc1ccc(Cl)cc1)N1CCN(c2nc3ncccc3o2)CC1
3%	CC(=O)Nc1cc(NC(=O)Cc2nc(-c3ccccc3)oc2C)ccc1F
16%	CS(=O)(=O)Nc1ccc(C2(C(=O)NC3CCCCCC3)CCCCC2)cc1
3%	CC(C)(C)c1ccc(C(=O)N2CCC(c3n[nH]c(=O)n3-c3ccccc3)CC2)cc1
?	O=C(CSc1ccc2c(c1)OCCCO2)N1CCCc2ccccc21
?	COc1cccc2cc(-c3cc(=O)oc4cc(C)c(C)cc34)oc12
3%	Cc1cc(NC(=O)CCNC(=O)c2ccc3ccccc3c2)n[nH]1
31%	O=C(c1ccc[nH]c1=O)N1CCC(n2cc(-c3nc(-c4ccccc4)no3)nn2)CC1
15%	O=C(c1cc(F)ccc1Cl)N1CCC(Cc2nc(-c3ccccc3)no2)CC1
-7%	COc1ccc(C2Cn3nnc(C(=O)N4CCN(C(=O)Cc5ccccc5C)CC4)c3CO2)cc1 (stereo not drawn)
77%[activator]	O=C(Cn1nc2c(cc1=O)CCCCC2)Nc1ccc(C(F)(F)F)nc1
53%[activator]	Cc1c(-c2ccccc2)oc2c(C(=O)N(C)c3ccccc3)cccc2c1=O
-16%	O=C(O)c1ccc2c(=O)oc(-c3ccccc3)cc2c1
9%	CC(CCc1ccccc1)NC(=O)c1cc(=O)[nH]c2ccccc12 (stereo not drawn)
-23%	CC(=Nc1ccc([N+](=O)[O-])cc1)N(C)C
21%	Cc1cnc(C(=O)NC2C[C@H]3CC[C@@H](C2)N3C(=O)Cc2ccsc2)cn1 (stereo partly drawn)
0%	COCCn1c(=O)cnc2cnc(Nc3ccccc3)nc21
10%	Cc1ccc(NC(=O)Cn2c(-c3ccc(F)cc3)nc(C)c(CCO)c2=O)cc1
17%	CC1CCN(C(=O)c2ccc(CN(c3ccccc3)S(C)(=O)=O)cc2)CC1
8%	CCC(C)NC(=O)C1COC2(CCN(C(=O)C3CC3)CC2)N1C(=O)c1ccccc1 (stereo not drawn)
99%[activator][176 µM]	O=C1NC2(CCN(C(=O)c3cccnc3)C2)N=C1c1ccncc1 (stereo not drawn)
?	CCc1nc(-c2c3n(c(=O)n(CC(=O)Nc4ccc(C)c(C)c4)c2=O)CCCC3)no1
-24%	CN(C)c1ncc2ncc(=O)n(Cc3ccc(F)cc3)c2n1
2%	COc1ccc(-c2nn(-c3ccccc3)cc2CN2CCOC(C)(C)C2)c(F)c1
14%	CCn1ncc(N2CCC(NC(=O)CCOC)CC2)cc1=O
-16%	Clc1ccc(Cl)c(Oc2ccc3nnnn3n2)c1
18%	Cc1nn(C)cc1CN(C)C(=O)Cn1nc(C(F)(F)F)c(Br)c1C1CC1
55%[activator]	CN(C)CC1(O)CCC2(CCN(S(=O)(=O)c3ccc(F)cc3)CC2)CC1
-32%	C[C@H]1CN([C@@H](C)CO)C(=O)CCCn2cc(nn2)CO[C@@H]1CN(C)C(=O)c1ccc2ccn(C)c2c1
?	O=[N+]([O-])c1cccc2ccc(/C=C/c3cccc(O)c3)nc12
-33%	O=C(Oc1cccc2cccnc12)c1ccc(-c2ccccc2)cc1
7%	Cc1ccc(-c2cn3ccccc3n2)cc1C
40%[activator]	O=C1NCCCCCN(C(=O)c2ccsc2)[C@@H]2C[C@@H](C(=O)N3CCc4ccccc4C3)C[C@H]12
65%[activator]	COCC(=O)N1CC(C(=O)NCc2cccc(F)c2)CC(c2ccc(F)c(C)c2)C1 (stereo not drawn)
0%	COc1ccc(C(=O)N2CCC3(CC2)CC(=O)c2ccccc2O3)cc1
0%	CNC(=S)N/N=C(/C)c1ccc([N+](=O)[O-])cc1
1%	Cc1ccc(N2CC(c3nc4ccccc4n3CCN3CCOCC3)CC2=O)cc1Cl (stereo not drawn)
17%	Cc1noc(-c2cccs2)c1C(=O)NCc1ccccc1Cl
6%	COc1ccc(N2CCC(NC(=O)c3ccc4[nH]ccc4c3)C2=O)cc1 (stereo not drawn)
?	CC(/C=C/N(C)C)=C\C=[N+](C)C
13%	Cc1cc(C)c(NCC(=O)NNC(=O)c2ccccn2)c(C)c1
2%	COc1ccc(C(=O)/C=C/c2cccs2)c(OC(=O)c2ccccc2)c1
?	CCCCNC(=S)Nc1cccc(C(F)(F)F)c1
8.9µM*	NC(=S)N/N=C/C1=C(c2ccccc2)C2C=CC1C2 (stereo not drawn)
14%[176 µM]	CS(=O)(=O)c1ccc(CN2C[C@H](O)C[C@H]2c2nc(-c3cnccn3)no2)cc1
-1%	O=C(COc1ccc2c(=O)c(Oc3ccc(F)cc3)coc2c1)Nc1ccccc1Br
63%[activator]	CC(Oc1ccccc1)C(=O)N1CCC(c2nn(C)c3c2COCC3)CC1 (stereo not drawn)
?	CCCSc1nc2c(c(=O)[nH]1)C(C(=O)Nc1ccccc1F)CC(=O)N2 (stereo not drawn)
91%[activator]	CCOc1ccc(C(=O)N[C@@H]2CN(C)C[C@H]2CN(C)C)cc1
55%[activator]	CCCN(CC1CCOC1)C(=O)Nc1ccc(CC)cc1 (stereo not drawn)
-25%	O=C(Nc1cccc2cccnc12)c1cc(-c2ccccc2)nc2ccccc12
-23%	O=C(CCSc1nc(-c2ccc3c(c2)OCO3)cc(C(F)(F)F)n1)N1CCCC1
2%	COc1cccc(-c2ocnc2C(=O)Nc2cc(C)ccc2C)c1

Next part.
12-LOX inh	mol
46%	Cc1noc([C@H]2CCN(C(=O)COc3ccccc3)C[C@H]2NC(=O)C2CC2)n1
29%	COc1ccc(CNC(=O)N2CCCCCC2CN2CCOCC2)cc1 (stereo not drawn)
41%[activator]	O=C1NCCCCCCN(C(=O)Cc2ccccc2)[C@H]2CCCC[C@@H]12
36%[activator]	CN(Cc1ccccc1Cl)C(=O)c1ccc2c(c1)CCN2S(C)(=O)=O
3%	Cc1ccc(C2Cn3nnc(C(=O)N4CCC(C(=O)NC5CCC(C)CC5)CC4)c3CO2)cc1 (stereo not drawn)

No new results follow: entries from further up.
12-LOX inh	mol
?	CNC(=O)[C@@H]1CN(C(=O)c2cc3ccccc3[nH]2)C[C@H]1c1nc(C)no1
1%	COc1ccccc1/C=C1\Oc2cc(OS(C)(=O)=O)ccc2C1=O
12%[12.5 µM]	O=C1Nc2ccccc2CN(CC2CC2)C12CCNC2 (stereo not drawn)
-6%	CC(=O)Nc1ccc(-c2csc(NC3CCCCC3)n2)c(F)c1
28%	Cc1cc(C)c(NC(=O)Cn2c(=O)c(-c3noc(C)n3)c3n(c2=O)CCCC3)c(C)c1
50%[activator]	Cn1nc(C(=O)N2CCCn3nc(CO)cc3C2)c2ccccc2c1=O
?	CCc1ccc(C(=O)CSC(=S)N(C)C)cc1
22%	COCCNC(=O)[C@H]1C[C@H](Oc2cccnc2)CN1C(=O)NCc1ccc(OC)cc1
2%[6.33 µM]	CC(C)N1CNC(=O)C12CCN(C(=O)c1ccc(Cl)cc1)CC2
-2%	CN(C)Cc1ccccc1-c1ccc2ncnc(N(C)Cc3ccco3)c2c1
68%	NC(=O)c1ccc(CNC(=O)c2ccccc2Nc2ccccc2)cc1
?	CN(CC(=O)NCCC#N)c1ccc(C(C)(C)C)cc1
?	Cc1[nH]ccc(=O)c1OCC(=O)Nc1ccc(Cl)c(Cl)c1
54%[activator][176 µM]	Cc1noc(C)c1CN1CCc2nc(C(=O)NCCOc3ccccc3)oc2CC1
24%	CCCOCC(=O)N1CCCC(c2cc(N3CCOCC3)nc(C)n2)C1 (stereo not drawn)
?	CCc1ccc(C(=O)COC(=O)Cc2ccsc2)cc1
7%[176 µM]	COc1cc(F)cc(-c2cnc3[nH]cc(CC(=O)NCc4cccnc4)c3c2)c1

Screens deposited in PubChem by National Center for Advancing Translational Sciences (NCATS).
